# Bioassay records as filed in PubChem.
# MgcRacGAP inhibition – MgcRacGAP GTPase-activating activity inhibitors, confirmation, biochemical, ADP Hunter fluorescence; one-dose inhibition, % at 30 µM; IC50 in µM for titrated hits; 340,000 tested, 0.6% active; MgcRacGAP-stimulated Rac1 GTP hydrolysis, ADP Hunter fluorescence; higher % means a stronger effect; GST-tagged Rac1 F28L mutant substrate;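 active means first-screen hits whose inhibition reached a set limit at any dose in the follow-up dose series; inconclusive means inhibition above the set first-screen limit but never retested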;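 further: fluorescence reports GDP produced by GAP-driven GTP hydrolysis; strong numbers were not always called active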
# T cell HTS – modulates CD8 T cell binding to vesicles; 2C CD8+ T cell-vesicle binding, flow cytometry; active compounds read low; 330,000 tested, 0.068% active; AID 2052; calls only at 7 µM;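 active means response, share of CD8 T cells binding vesicles, and their 90th percentile fluorescence all below set limits, cut at about 80% in these data, passing the limit was not always enough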
#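 Assay system – 2C mouse CD8+ T cells · Also added – QL9-loaded Drosophila micro-vesicles · Timing – Cell–vesicle co-incubation 1.5 h at 37 °C, staining 20 min on ice · Signal – flow cytometry of vesicle-bound cells · Measure – percent CD8+ FL2 mean versus row control · Controls – Peptide-free naked vesicles (low) and QL9 vesicles with 0.7% DMSO vehicle (high)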
# Myeloid diff 2 – promotes myeloid progenitor differentiation | ER-HoxA9 myeloid progenitors, lysozyme-GFP differentiation, flow cytometry | calls only at 10 µM | 360,000 tested, 1% active | AID 624256;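 active means normalized GFP-positive differentiation at or above the plate's own cutoff, the solvent-only control mean plus 3 SD; inconclusive means no clear call, values can overlap the other calls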;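 further: cells exposed to compound for four days before flow analysis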
# PhoP inhibition – inhibitors of PhoP regulon expression, primary screen, Salmonella Typhimurium, GFP reporter (AID 1863); S. Typhimurium PhoP-regulated promoter GFP reporter, 4 h; higher % means a stronger effect; inhibition, % at 50 µM, or IC50 in µM where a hit was titrated; 300,000 tested, 0.16% active;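 active means inhibition over 29.93%, a cutoff 3 SD above the screen mean, later confirmed by dose response; inconclusive means inhibition over 29.93% but no dose response follow-up; inactive means inhibition at most 29.93% or unconfirmed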;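 further: 0% = low Mg2+ inducing control and 100% = high Mg2+ repressing control; strong numbers were not always called active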
# TNAP activation fold – human TNAP enzyme activators, primary screen, biochemical, luminescent, no phosphate acceptor, uHTS (AID 1001). one-dose activation fold at 20 µM; EC50 in µM for titrated hits. 200,000 tested, 0.03% active. purified TNAP, luminescent activation assay, no phosphate acceptor; higher activation fold means a stronger effect; in the data active means activation fold from about 3, or a potency from the dose series; inactive means the rest, 99 in 100 with activation fold below about 1.6; further: many of its hits are not listed in these tables
# RSV CPE inhibition – RSV antiviral activity via CPE protection, HEp-2 cells, primary 10 µM value included (AID 2391) | 310,000 tested, 0.13% active | one-dose CPE inhibition, % at 10 µM; IC50 in µM for titrated hits | HEp-2 cells, RSV-induced CPE inhibition; higher % means a stronger effect; in the data active means a potency from the dose series; inconclusive means CPE inhibition mostly from about 23% at the one dose, without a potency; inactive means the rest, 99 in 100 with CPE inhibition below about 21%; further: strong numbers were not always called active
# NTR1 agonist – NTR1-driven beta-arrestin-GFP spot formation – imaging, U2OS cells, high content, primary screen (AID 493036); P30989; agonist mode; activation, % at 20 µM; 330,000 tested, 0.17% active;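 active means activation at or above 40% of the spot to cytoplasm intensity ratio, with at least 20 cells analyzed; inconclusive means wells under 20 cells, flagged as cytotoxic or low count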;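 further: 0% = DMSO without peptide and 100% = 100 nM NTR1 peptide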
# Target sequence (P30989 whole entry, looked up): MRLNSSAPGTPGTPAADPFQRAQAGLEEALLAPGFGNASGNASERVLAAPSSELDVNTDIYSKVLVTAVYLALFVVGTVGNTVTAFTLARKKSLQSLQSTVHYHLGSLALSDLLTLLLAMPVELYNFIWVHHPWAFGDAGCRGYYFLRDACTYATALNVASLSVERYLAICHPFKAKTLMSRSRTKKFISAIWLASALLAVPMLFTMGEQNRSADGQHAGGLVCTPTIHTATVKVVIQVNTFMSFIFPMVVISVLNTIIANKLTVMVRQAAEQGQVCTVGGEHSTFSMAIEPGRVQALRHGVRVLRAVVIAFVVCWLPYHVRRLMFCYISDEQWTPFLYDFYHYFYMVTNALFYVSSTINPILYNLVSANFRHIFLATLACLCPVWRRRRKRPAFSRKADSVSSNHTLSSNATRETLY
# Large T inhibition – SV40 large T antigen inhibitors, biochemical (AID 1903) | one-dose inhibition, % at 20 µM; IC50 in µM for titrated hits | 310,000 tested, 0.39% active | SV40 large T antigen ATPase/helicase inhibition assay; higher % means a stronger effect; in the data active means a potency from the dose series; inconclusive means inhibition mostly from about 32% at the one dose, without a potency; inactive means the rest, 99 in 100 with inhibition below about 32%; further: strong numbers were not always called active
# UTI89 phage lysis – inhibition of K1F phage lysis, E. coli UTI89, bacterial capsule biogenesis inhibitors, alamar blue (AID 488966). E. coli UTI89 K1F phage lysis, alamar blue, 2 h; higher % means a stronger effect. inhibition, % at 100 µM; hits with a dose series show IC50 in µM. 340,000 tested, 0.02% active;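 active means phage lysis inhibition, versus mean bacterial control, above a set limit; inconclusive means no clear call, values can overlap the other calls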;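 further: capsule biogenesis inhibitors block K1F phage lysis so surviving cells raise fluorescence; higher fluorescence means more inhibition of phage lysis; actives were called in the ten point dose series up to 300 µM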
# T cell HTS vesicle-bound % – further read-out of T cell HTS, marked with its call; double positive events, %; measured here: CD8+ vesicle-bound cell fraction;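 binding gate set so that unloaded-vesicle control wells show 10% double positive cells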
# NTR1 agonist cell count 20 µM – second read-out of NTR1 agonist, no call of its own (marks repeat the call); cell count; measured here: cell count, cytotoxicity flag
# Myeloid diff 2 GFP+ MAC1+ % – recorded beside Myeloid diff 2, whose call it bears; GFP+ MAC1+ double positive, %; measured here: differentiation confirmed by MAC1 staining
# Starred values were filed as active, the others as inactive; i = inactive; ? = inconclusive; nt = not tested or not shown; [ ] = remark or other dose. Outcome played no part in choosing rows (roughly 2.3% active in at least one column).
item	smiles	MgcRacGAP inhibition	T cell HTS	T cell HTS vesicle-bound %	Myeloid diff 2	Myeloid diff 2 GFP+ MAC1+ %	PhoP inhibition	TNAP activation fold	RSV CPE inhibition	NTR1 agonist	NTR1 agonist cell count 20 µM	Large T inhibition	UTI89 phage lysis
1	CCOc1ccc(N(CC(=O)NCCc2ccc(C)cc2)S(=O)(=O)c2c(C)noc2C)cc1	3%	i	7	i	0.4	-10%	nt	-1.4%	-0.1	37	3%	0.1%
2	CCOc1ccc(S(=O)(=O)N(CC(=O)NCc2cccnc2)c2ccc(F)cc2)cc1	5%	i	21	i	0.8	6%	nt	0.1%	1.3	42	2%	0.1%
3	COc1ccc(-c2cn3ccsc3n2)cc1	10%	i	42	i	0.9	10%	1	1.8%	-3.0	59	2%	1.0%
4	COc1ccc(C(=O)N/N=C2\CCc3ccccc32)cc1OC	1%	i	50	i	0.6	-2%	1.2	0.4%	-0.6	61	9%	0.2%
5	CC(=O)c1cc(F)c(N2CCCC2)cc1C	13%	i	61	i	1.2	-6%	1.1	2.1%	0.6	46	8%	0.1%
6	CCN(CCO)c1nc(NCc2ccccc2)c2cnn(C)c2n1	9%	i	11	i	0.0	0%	nt	1.3%	-0.1	52	11%	0.4%
7	C=CCSC1=C(C#N)C2(CCCCC2)C(C#N)C(=O)N1 (stereo not given)	1%	i	49	i	1.9	5%	1	-0.2%	-1.0	84	1%	0.5%
8	COc1ccc(OCC(=O)Nc2c3c(nn2-c2ccc(OC)cc2)CS(=O)(=O)C3)cc1	10%	i	35	i	1.3	8%	nt	1.2%	0.6	65	3%	0.0%
9	CC(=O)c1c2c3c(c(Br)ccc3n(C)c1=O)C(=O)c1ccccc1-2	-2%	i	52	?	nt	-10%	nt	6.5%	5.1	41	16%	-0.4%
10	Cc1ccc(NC(=O)COc2cccc3ccccc23)c(O)c1	2%	i	42	i	1.2	nt	nt	1.6%	0.5	59	nt	0.3%[50 µM]
11	COc1ccc2ccccc2c1CNCc1ccc(C)cc1	22%	i	39	i	0.3	-2%	nt	-0.6%	1.3	60	8%	-0.4%
12	O=C(CN1c2cccc3cccc(c23)S1(=O)=O)NCc1ccc(Cl)cc1	3%	i	51	i	1.4	nt	nt	3.5%	2.4	54	nt	0.0%[50 µM]
13	Cc1cc(Cl)ccc1OCC(=O)OC(C)C(=O)NC(N)=O (stereo not given)	-4%	i	35	i	2.8	-9%	1.2	1.0%	-3.8	66	2%	-0.1%
14	Cc1ccc(S(=O)(=O)N(C)C)cc1NC(=S)NC(C)CCCC(C)C (stereo not given)	7%	i	50	i	1.8	-10%	1.5	12%	2.8	50	0%	0.2%[50 µM]
15	CCN(CC)S(=O)(=O)c1cccc(NC(=O)C2SC(=Nc3ccc(C)cc3C)C(C(=O)NC(C)COC)=C2N)c1 (stereo not given)	2%	i	22	i	1.1	13%	1.1	19%	6.7	86	-3%	0.2%
16	O=S(=O)(Nc1nc2ccccc2nc1OCC(F)(F)F)c1cccs1	12%	i	9	i	1.0	-17%	nt	0.7%	0.3	40	10%	0.0%
17	COCCn1c(=O)[nH]c2cc(C(=O)NCCCN3CCN(c4ccc(F)cc4)CC3)ccc2c1=O	9%	i	10	i	0.5	0%	1	0.0%	-0.6	81	3%	0.3%
18	O=C(Cc1ccc2ccccc2c1)Nc1ccccc1Br	7%	i	58	i	0.7	-2%	nt	0.9%	0.2	66	9%	1.0%
19	CCOC(=O)c1c(NC(=O)c2ccccc2C(=O)O)sc2c1CCC2	7%	i	34	i	0.5	9%	nt	-1.3%	1.6	55	11%	-0.9%
20	COc1ccc(-n2c(C)cc(C(=O)Cn3c(NCCO)nc4ccccc43)c2C)cc1	8%	i	21	i	0.4	-2%	1.1	16%	-1.8	74	-3%	0.2%
21	Cc1cc([N+](=O)[O-])ccc1-c1ccc(/C=N/NC(=O)c2ccc(Br)o2)o1	8%	i	62	i	0.6	-6%	nt	8.9%	3.8	69	27%	1.1%
22	CCOC(=O)CSc1nsc(SCC(=O)OCC)c1C#N	1%	i	13	i	1.4	-3%	1.1	1.4%	-5.4	87	9%	2.3%
23	CCC(=O)N1CCc2cc(S(=O)(=O)CCC(=O)Nc3ccc(C)cn3)ccc21	8%	i	60	i	0.2	0%	1.1	1.2%	-0.5	88	-2%	-0.1%
24	CC1CCN(CCCNC(=O)CCCNC(=O)Cn2cnc3sc4c(c3c2=O)CCCC4)CC1	1%	i	12	i	1.5	1%	1	0.0%	0.5	78	17%	0.0%
25	OCC1(Cc2cccc(C(F)(F)F)c2)CCN(Cc2cc3ccccc3o2)CC1	-12%	i	57	i	0.3	3%	1	?	4.1	95	7%	-0.5%
26	CCOCCCNCc1cc(Cl)cc(Cl)c1OCC	5%	i	4	i	0.4	9%	1	-0.5%	1.8	57	7%	2.1%[50 µM]
27	O=C(Cn1cnc2cc([N+](=O)[O-])ccc2c1=O)Nc1cccc(S(=O)(=O)N2CCOCC2)c1	2%	i	12	i	0.6	-5%	1.1	3.4%	-0.4	42	6%	-0.1%
28	N#Cc1cc2cc3c(cc2nc1SCC(=O)N1CCCC1)OCCO3	4%	i	30	i	1.2	1%	nt	1.3%	2.0	47	0%	0.2%
29	CCOC(=O)c1nn(-c2ccc(F)cc2)c(=O)c2c(N)scc12	10%	i	59	i	0.1	-11%	1.1	1.7%	1.9	49	33%	0.4%
30	CC(=O)Nc1ccc(S(=O)(=O)NCCC(=O)OC(C)C(=O)NC2(C#N)CCCCC2)cc1 (stereo not given)	1%	i	29	i	0.8	nt	nt	2.3%	-2.4	61	nt	0.8%[50 µM]
31	COc1ccc2nc(SCC(=O)NN)cc(C)c2c1	8%	i	33	i	0.4	12%	1	2.4%	-0.6	108	25%	0.3%
32	CCOC(=O)[C@H]1[C@H]2COc3ccc(Br)cc3[C@@H]2N2C(=O)CN(CC3CCCO3)C(=O)[C@@]12C (stereo not given in full)	15%	i	42	i	3.0	nt	nt	-0.2%	0.0	63	nt	0.2%
33	N#Cc1cnn(Cc2ccccc2)c1N	10%	i	38	i	0.9	5%	1.1	0.8%	-0.4	39	1%	0.3%
34	CCNC(=O)C(C)NC(=O)C1=NN(c2ccccc2)C(=O)CC1 (stereo not given)	13%	i	12	i	1.0	1%	nt	-0.9%	0.2	36	-1%	0.2%
35	CN(CC(=O)Nc1ccccc1Cl)C(=O)COC(=O)c1nc(Cl)c(Cl)c(Cl)c1Cl	9%	i	52	i	3.2	1%	nt	2.9%	15	62	11%	0.4%
36	Clc1ccc(-c2ccc(CNCC3CCCO3)o2)cc1 (stereo not given)	10%	i	20	i	0.4	6%	nt	0.6%	0.4	51	4%	-0.5%
37	CCOCCCNC(=O)C1CCN(S(=O)(=O)c2ccc(C)cc2)CC1	4%	i	20	i	5.9	-1%	1.1	0.6%	-0.6	60	7%	-0.4%
38	O=c1c2ccccc2c(-c2ccccc2)nn1Cc1ccccc1	4%	i	48	i	0.2	8%	1	2.3%	1.7	38	10%	5.5%
39	O=C(Cn1ncc2c(=O)oc3ccccc3c21)N1CCN(c2ccccn2)CC1	8%	i	20	i	0.7	32%	1.1	1.1%	-4.9	93	-8%	0.9%
40	COCCNC(=O)COC(=O)C1=Cc2ccccc2OC1	9%	i	23	i	0.4	-2%	1.1	-0.2%	1.2	55	4%	2.9%
41	NCCCSC1=NCCCN1	-1%	i	59	i	0.9	-1%	1	0.6%	-0.7	92	-1%	0.6%
42	Clc1ccccc1OCc1nnc2n1CCCCC2	-3%	i	10	i	0.2	-2%	nt	2.1%	-0.1	59	16%	-0.1%
43	CN(Cc1ccccc1)C(=O)c1nc[nH]c1C(=O)N(C)Cc1ccccc1	0%	i	34	i	1.1	nt	nt	1.2%	1.1	56	nt	0.8%
44	Cc1nn(CC(=O)NCC(C)c2ccccc2)c(=O)c2cccn12 (stereo not given)	8%	i	36	i	3.6	6%	nt	3.1%	-1.0	52	11%	0.1%
45	CCC(=O)NNc1nc2c(F)cc(F)cc2s1	2%	i	41	i	2.2	2%	2.5	1.4%	-1.3	99	12%	-0.6%
46	COc1ccc(N2CCN(C(CNC(=O)c3cccs3)c3ccco3)CC2)cc1 (stereo not given)	?	i	22	i	1.8	-9%	nt	2.5%	-0.3	61	24%	1.7%[50 µM]
47	CCOc1ccc(S(=O)(=O)Nc2ccc(C(=O)NCC(c3ccco3)N(C)C)cc2)cc1 (stereo not given)	3%	i	48	i	2.1	-2%	nt	0.9%	1.7	57	11%	0.2%
48	CC(C)(C)OC(=O)N1CCC(C(=O)Nc2ccc(C(=O)N3CCOCC3)cc2)CC1	6%	i	54	i	1.5	nt	nt	nt	0.1	65	nt	0.3%
49	C=CCn1c(N)c(C(=O)Nc2ccc(C)cc2)sc1=S	12%	i	34	i	0.1	-14%	1.2	1.6%	0.8	63	9%	-0.9%
50	Cc1ccccc1OCC(O)Cn1c2ccccc2c2ccccc21 (stereo not given)	5%	i	55	i	4.3	1%	1.1	7.5%	24	60	-1%	0.1%

# More results:
item	smiles	MgcRacGAP inhibition	T cell HTS	T cell HTS vesicle-bound %	Myeloid diff 2	Myeloid diff 2 GFP+ MAC1+ %	PhoP inhibition	TNAP activation fold	RSV CPE inhibition	NTR1 agonist	NTR1 agonist cell count 20 µM	Large T inhibition	UTI89 phage lysis
51	Cc1ccc2nc(C(F)C(F)(F)F)[nH]c2c1 (stereo not given)	1%	i	48	i	0.1	-7%	1	0.8%	-0.4	54	21%	0.4%
52	CCN(C(=O)CSc1nc2ccccc2n1CC)C1CCS(=O)(=O)C1 (stereo not given)	4%	i	38	i	0.9	-5%	1.1	0.0%	-0.7	49	5%	0.1%
53	O=C(Nc1ccccc1)Oc1ccc[nH]c1=O	8%	i	37	i	0.8	26%	nt	-3.2%	0.8	60	10%	1.4%
54	O=C(COC(=O)c1ccc(O)cc1)Nc1ncc(Cl)cc1Cl	-1%	i	41	i	1.1	13%	1.1	2.8%	1.7	54	5%	0.2%
55	CCOC(=O)c1ccccc1NC(=O)C1=COCCO1	8%	i	44	i	0.9	2%	nt	-1.5%	0.0	43	5%	1.0%[50 µM]
56	Cc1ccc(OC(C)c2nnc(N)s2)cc1Cl (stereo not given)	10%	i	59	i	0.8	-3%	1.1	2.5%	0.4	71	6%	0.4%
